Assay outcomes from PubChem.
GAA inh – qHTS Assay for Inhibitors of Human alpha-Glucosidase as a Potential Chaperone Treatment of Pompe Disease. Lysosomal alpha-glucosidase (Homo sapiens), P10253. 200,000 compounds, 0.005% hits. Potency, µM (doses to about 76.9 µM), inactives show top-dose activity change, negative = inhibition, hits mostly inhibitors. purified human GAA, 4-MU-alpha-glucoside fluorescence;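 note: plate controls were uninhibited enzyme wells for no effect and no-enzyme background for full effect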
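qHTS format, compound range up to 77 uM. Human lysosomal enzyme at 4 nM, 400 uM 4-MU glucoside substrate, pH 5.0, 20 min room temperature; fluorescence after alkaline stop gives activity normalized to controls.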
Tau fluor cs – Counterscreen qHTS for Inhibitors of Tau Fibril Formation, Fluorescence Polarization. Potency, µM (doses to about 57.7 µM), inactives show at the top dose activity change, negative = decrease. tau K18 P301L (four-repeat tau fragment) Alexa594 fluorescence, heparin fibrillization. 280,000 compounds, 0.93% hits; note: % is set by controls: 0 for no effect and ±100 for the full control effect; nearly all actives have a fitted effect of over 55% in size
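Human K18 P301L tau (15 uM unlabeled plus 0.24 uM Alexa 594-labeled, final) in 100 mM sodium acetate pH 7 was mixed with compound and 20 uM heparin and incubated 6 hr at 37 C.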
GLA spleen mod – qHTS Assay for Inhibitors and Activators of Human alpha-Galactosidase From Spleen Homogenate. Alpha-galactosidase A (Homo sapiens), P06280. human spleen homogenate, 4MU-alpha-Gal fluorescence, 40 min. 240,000 compounds, 0.008% hits. Potency, µM (top dose mostly 80 µM), without a hit: at the top dose activity change, negative = inhibition, hits mostly inhibitors. AID 2107, 2009;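 note: 0% = enzyme with vehicle and -100% = no enzyme basal signal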
Target sequence (P06280 32-429 limits assumed): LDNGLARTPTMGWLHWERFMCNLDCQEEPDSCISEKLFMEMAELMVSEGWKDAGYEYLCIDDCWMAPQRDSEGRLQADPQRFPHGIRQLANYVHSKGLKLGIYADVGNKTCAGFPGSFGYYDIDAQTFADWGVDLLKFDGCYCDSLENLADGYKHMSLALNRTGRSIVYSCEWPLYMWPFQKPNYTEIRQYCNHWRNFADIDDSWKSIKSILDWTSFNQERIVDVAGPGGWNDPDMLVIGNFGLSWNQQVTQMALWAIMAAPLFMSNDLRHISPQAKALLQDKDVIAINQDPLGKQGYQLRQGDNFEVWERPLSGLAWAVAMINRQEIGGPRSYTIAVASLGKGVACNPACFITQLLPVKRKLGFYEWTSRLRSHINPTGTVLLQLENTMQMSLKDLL
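Inhibition or activation of alpha-galactosidase in human spleen homogenate is scored by 4-MU fluorescence after 40 min at 37C, pH 5.0, with 1 mM substrate. AC50s come from concentration-response fitted to the Hill equation.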
NPSR antag – qHTS Assay for Antagonists of the Neuropeptide S Receptor: cAMP Signal Transduction; CHO-NPSR cells, cAMP TR-FRET, antagonist mode; Potency, µM (doses to about 38.3 µM), inactives show top-dose activity change, negative = inhibition, actives largely listed as inhibitors; 220,000 compounds, 1% hits; AID 1461, 2008; Q6W5P4; note: % is set by controls: 0 for no effect and ±100 for the full control effect; nearly all actives have a fitted effect of over 50% in size; many of its hits are not listed in these tables
Epigenetic reg – Quantitative High-Throughput Screen for Regulators of Epigenetic Control | murine LDR cells, GFP reporter derepression, 30 h | Potency, µM (highest dose often 53.9 µM), for inactives: at the highest dose GFP activation, usual class: activators | 280,000 compounds, 0.2% hits | AID 1865, 2009; note: % of control where 0% means no effect; nearly all actives have a fitted effect of over 60% in size
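Murine LDR cells carrying a silenced, genomically integrated CMV-driven GFP reporter were exposed to compound for 30 hours at 37 C. After PBS washes, GFP-positive cells (20–120 um objects) were counted by laser-scanning microplate cytometry.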
ALDH1A1 inh – qHTS Assay for Inhibitors of Aldehyde Dehydrogenase 1 (ALDH1A1) | Aldehyde dehydrogenase 1A1 (Homo sapiens), P00352 | 220,000 compounds, 7.3% hits | AID 1030, 2008 | Purified ALDH1A1, NADH fluorescence, propionaldehyde substrate | Potency, µM (highest dose often 75.3 µM), inactives show at the highest dose activity, negative = inhibition, actives largely listed as inhibitors; active = well fitted inhibition curve with a large enough effect, not every such curve was filed as active; inconclusive = small, poorly fitted or top-dose-only effect, or another doubt; inactive = no such curve, though single readings can be large or run the other way;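 note: plate controls were no enzyme wells and a reference inhibitor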
Target sequence (P00352 whole entry, looked up): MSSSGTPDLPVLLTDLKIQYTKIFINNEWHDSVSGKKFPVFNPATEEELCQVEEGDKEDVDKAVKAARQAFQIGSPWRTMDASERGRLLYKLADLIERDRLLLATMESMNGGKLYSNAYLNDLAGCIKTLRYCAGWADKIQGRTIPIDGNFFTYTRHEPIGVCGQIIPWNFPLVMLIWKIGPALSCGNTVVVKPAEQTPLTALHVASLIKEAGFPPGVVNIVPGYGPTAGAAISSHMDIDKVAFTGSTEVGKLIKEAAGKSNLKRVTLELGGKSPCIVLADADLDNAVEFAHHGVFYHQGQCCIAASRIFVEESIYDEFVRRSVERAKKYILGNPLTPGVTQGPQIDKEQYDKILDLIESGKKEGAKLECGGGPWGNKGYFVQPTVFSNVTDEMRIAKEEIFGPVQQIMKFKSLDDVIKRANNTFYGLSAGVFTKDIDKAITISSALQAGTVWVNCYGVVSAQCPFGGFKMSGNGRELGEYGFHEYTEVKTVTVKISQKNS
GAA glycogen mod – qHTS Assay for Inhibitors and Activators of Human alpha-Glucosidase Cleavage of Glycogen. Lysosomal alpha-glucosidase (Homo sapiens), P10253. Potency, µM (titrated, usually from 76.4 µM), inactives show at the top dose activity change, negative = inhibition, actives largely listed as inhibitors. 300,000 compounds, 0.38% hits. recombinant GAA, glycogen substrate, Amplex Red glucose oxidase fluorescence. AID 2100, 2009;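 note: 0% = full enzyme reaction and -100% = no-enzyme basal signal; the screen sought inhibitors and activators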
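Recombinant human alpha-glucosidase (4 nM final) hydrolysed bovine liver glycogen (30 ug) for 40 min at 37 C in pH 5.0 citrate/phosphate with 0.01% Tween-20. Released glucose detected by glucose oxidase/Amplex Red, Ex 573/Em 610 nm. Compounds up to 77 uM; AC50 from Hill fits.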
GAA spleen mod – qHTS Assay for Inhibitors and Activators of Human alpha-Glucosidase From Spleen Homogenate; Potency, µM (highest dose often 79.9 µM), for the others: at the top dose activity change, negative = inhibition, hits mostly inhibitors; human spleen homogenate, 4-MU-alpha-glucoside fluorescence; 240,000 compounds, 0.006% hits; Lysosomal alpha-glucosidase (Homo sapiens), P10253;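 note: 0% = enzyme with vehicle and -100% = no enzyme basal signal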
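Human spleen homogenate (1 ug) incubated with compounds and 1 mM 4-methylumbelliferyl-alpha-D-glucopyranoside in pH 5.0 citrate/phosphate buffer, 37 C, 40 min. Stopped at pH 10; 4-MU fluorescence (Ex 365/Em 440 nm); AC50 by Hill fit.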
The depositor's hits bear a star; u = inconclusive; x = not tested or not shown; & = joins results of further samples; [ ] = dose if it differs, or a comment. Unless noted, calls come from the whole dose curve; as a rule, active = well fitted curve in the direction sought with a large enough effect; inconclusive = small, poorly fitted or top-dose-only effect, or another doubt; inactive = no such curve, though single readings can be large; an effect the other way counts as inactive or inconclusive. Potency is the fitted concentration of half-maximal effect.

SMILES	GAA inh	Tau fluor cs	GLA spleen mod	NPSR antag	Epigenetic reg	ALDH1A1 inh	GAA glycogen mod	GAA spleen mod
Cc1ccccc1C(C(=O)NC1CCCC1)N(C(=O)CNC(=O)c1ccco1)c1cccnc1 (stereo unspecified)	9%	10%	1%	9%	1.1%	13%	-1%	-8%
O=C(c1ccc(Br)o1)N1CCN(Cc2ccc3c(c2)OCO3)CC1	0%	4%	-1%	-5%[46.1 µM]	-2.4%	u	-6%	7%
CCCOc1ccc(C(C)(O)CN2CCOCC2)cc1 (stereo unspecified)	-4%	-2%	4%	-10%[46.1 µM]	0.0%	3%	6%	0%
O=C(O)CCSc1ncnc2sc(-c3ccccc3)cc12	-3%	16%	2%	u	-1.3%	u	0%	5%
O=C(O)COc1ccc(S(=O)(=O)c2ccc(OCC(=O)O)cc2)cc1	3%	-2%	6%	-8%[46.1 µM]	0.0%	u	-12%	-4%
CCN1CCCC1CN(Cc1cc2ccc(C)c(C)c2[nH]c1=O)C(=O)Nc1ccccc1OC (stereo unspecified)	-11%	-8%	3%	-13%[46.1 µM]	0.0%	13µM*	6%	-7%
Cc1ccc(NC(=O)c2ccc(-c3nn(C)c(=O)c4ccccc34)cc2)cc1	-2%	-29%	4%	-30%[46.1 µM]	0.8%	-15%	2%	-1%
O=c1oc2ccccc2c2c1C(c1ccc(Cl)cc1)Nc1ccc3ccccc3c1-2 (stereo unspecified)	6%	-27%	-9%	u	0.0%	u	6%	-10%
O=C1CC(c2ccc(S(=O)(=O)NC3CC3)cc2)CN1 (stereo unspecified)	4%[15.4 µM]	-2%	5%	4%[46.1 µM]	0.0%	10%	-5%	5%
CCOc1ccc(N2C(=O)CC(Sc3ccccc3C(=O)O)C2=O)c([N+](=O)[O-])c1 (stereo unspecified)	-10%	-26%	4%	12%	0.0%	1µM*	-15%	-1%
COc1cc(/C=N/NC(=O)C2CCN(CC(O)COCc3ccccc3)CC2)ccc1O (stereo unspecified)	5%	2%	5%	16%	-1.5%	11%	u	-2%
CCC1CCCCN1S(=O)(=O)c1ccc(S(=O)(=O)N(Cc2cccs2)C2CC2)cc1 (stereo unspecified)	6%	-19%	6%	-18%[7.67 µM]	-2.0%	u	-4%	3%
CCNC(=O)[C@H]1O[C@H](n2cnc3c(N)nc(NCCc4ccc(CCC(=O)O)cc4)nc32)[C@@H](O)[C@@H]1O	x	-7%	-2%	x	2.4%	u	x	-9%
Cc1ccccc1C(=O)Nc1nnc(SC(C)C)s1	0%	-9%	-2%	-8%	2.3%	16µM*	8%	x
Cc1nc2ncnn2c(N2CCN(C(c3ccccc3)c3ccccc3)CC2)c1C	-7%	-5%	1%	u	-1.6%	u	-1%	-5%
COc1cc2c(cc1NC(=O)C(C)OC(=O)/C=C/c1ccc(OC(F)F)cc1)oc1ccccc12 (stereo unspecified)	8%	-21%	1%	-9%	0.1%	u	-5%	3%
O=C(Cc1coc2ccc3ccccc3c12)N1CCc2ccccc21	8%	-21%	-16%	-24%[46.1 µM]	4.5%	2%	0%	-19%
NC(=O)[C@@H]1CCCCNc2c(F)cc([N+](=O)[O-])cc2C(=O)N[C@@H](CC(=O)O)C(=O)NCC(=O)N1	-6%	-9%	-2%	14%	-4.4%	-12%	12%	-5%
CCOC(=O)c1c(NC(=O)Cn2cnc([N+](=O)[O-])n2)sc2c1CCCC2	-2%	-29%	8%	-10%	-1.0%	u	-1%	2%
O=C(CN1CCCCC1)Nc1ccccc1	0%	-1%	3%	-1%[46.1 µM]	-5.4%	2%	6%	-1%
O=C1CSC(=O)N1CC(O)COc1ccc(Cl)cc1 (stereo unspecified)	1%	-2%	9%	-1%[46.1 µM]	u	9%	-2%	5%
O=C(CCC1CCCC1)N1CCN(S(=O)(=O)Cc2ccccc2)CC1	-1%	-9%	4%	-6%[46.1 µM]	1.6%	-1%	4%	6%
O=C(C1CCCN(Cc2ccccc2C(F)(F)F)C1)N1CCCCC1 (stereo unspecified)	0%	-7%	-4%	-2%[46.1 µM]	0.0%	-8%	-3%	-11%
Cc1nnc(NCc2ccco2)c2ccccc12	1%	7%	-8%	2%[46.1 µM]	0.0%	3%	2%	-6%
COc1ccc(OCCCC(=O)Oc2ccc(OC)cc2)cc1	-3%	-13%	9%	-4%[46.1 µM]	-0.8%	0%	-7%	2%
O=C(CCCCCNC(=O)c1ccccc1)C[N+](=O)[O-]	7%	1%	0%	-1%	-1.4%	2.2µM*	0%	0%
COCCNS(=O)(=O)c1ccc(-c2ccc(C)cc2)cc1	-3%	-9%	5%	11%[46.1 µM]	-1.0%	u	-3%	-1%
O=C(CN1C(=O)C2CC=CCC2C1=O)Nc1ccc(S(=O)(=O)Nc2nccs2)cc1 (stereo unspecified)	x	-1%	6%	8%	1.3%	x	1%	-1%
COC(=O)[C@H](C)NC(=O)Nc1ccccc1F	9%	-1%	5%	-9%[46.1 µM]	3.8%	2%	-5%	-4%
COc1ccc(-c2ccc(-c3cc(=O)oc4cc(OC)c(OC)c(OC)c34)cc2)cc1OC	x	-20%	0%	x	-0.1%	u	x	9%
CCOc1cc(CNc2ccccc2)cc(Br)c1OCc1ccccc1F	-7%	u	1%	-24%[46.1 µM]	0.0%	6%	-10%	-11%
CC(C)C(=O)Nc1cc2c(cc1C(=O)c1ccccc1)OCCO2	-4%	-7%	2%	-4%[46.1 µM]	0.0%	-15%	9%	-17%
CC1CCc2c(sc(NC(=O)c3ccc(Cn4cc([N+](=O)[O-])cn4)o3)c2C#N)C1 (stereo unspecified)	-10%	u	-5%	-4%[46.1 µM]	1.0%	25µM*	-17%	-3%
CCN(CC)C(=O)C1CCCN(Cc2ccc(F)c(F)c2)C1 (stereo unspecified)	-10%	8%	5%	1%[46.1 µM]	1.2%	-7%	-5%	-2%
COc1ccccc1CNc1ccc(N2CCCCC2)cc1	u	u	-4%	-10%[46.1 µM]	0.0%	u	u	-5%
CCOC(=O)c1sc2cc([N+](=O)[O-])cc(SCCO)c2c1N	-6%	-26%	9%	-6%	13%	5%	11%	5%
CCN(CC)CCN(C(=O)c1ccc(S(=O)(=O)N2CCCCC2)cc1)c1nc2cc3c(cc2s1)OCO3	-2%	-10%	3%	10µM*	-2.0%	-10%	18%	6%
C[C@]1(C(=O)NCCc2c[nH]c3ccccc23)C=C[C@@H](Cc2ccccc2)N1C(=O)c1ccccc1	3%	u	-3%&5%	-24%	1.7%&1.3%	-1%&-15%	-1%	-2%&-8%
O=C(NCCCN1CCOCC1)NC1CCCCC1	u	-4%	-6%	3%[46.1 µM]	0.0%	12%	3%	-5%
CCOC(=O)c1ccc(NC(=S)N(CCCN2CCN(C)CC2)Cc2cccs2)cc1	4%	9%	1%	3%	0.0%	2%	-6%	-25%

Only GAA spleen mod, for some of the entries so far:
smiles	GAA spleen mod
CCOc1cc(CNc2ccccc2)cc(Br)c1OCc1ccccc1F	-11%
CC(C)C(=O)Nc1cc2c(cc1C(=O)c1ccccc1)OCCO2	-17%
CC1CCc2c(sc(NC(=O)c3ccc(Cn4cc([N+](=O)[O-])cn4)o3)c2C#N)C1 (stereo unspecified)	-3%
CCN(CC)C(=O)C1CCCN(Cc2ccc(F)c(F)c2)C1 (stereo unspecified)	-2%
COc1ccccc1CNc1ccc(N2CCCCC2)cc1	-5%
CCOC(=O)c1sc2cc([N+](=O)[O-])cc(SCCO)c2c1N	5%

2 records drawn at random from those above, as already listed:
SMILES	GAA inh	Tau fluor cs	GLA spleen mod	NPSR antag	Epigenetic reg	ALDH1A1 inh	GAA glycogen mod	GAA spleen mod
CCN(CC)C(=O)C1CCCN(Cc2ccc(F)c(F)c2)C1 (stereo unspecified)	-10%	8%	5%	1%[46.1 µM]	1.2%	-7%	-5%	-2%
CCOC(=O)c1ccc(NC(=S)N(CCCN2CCN(C)CC2)Cc2cccs2)cc1	4%	9%	1%	3%	0.0%	2%	-6%	-25%

The list continues:
SMILES	GAA inh	Tau fluor cs	GLA spleen mod	NPSR antag	Epigenetic reg	ALDH1A1 inh	GAA glycogen mod	GAA spleen mod
COc1cc(/C=N/NC(=O)c2ccc(Cl)c(S(N)(=O)=O)c2)ccc1OCC(N)=O	u	-6%	-4%	0%	2.2%	-4%	2%	1%
CC1(C)C2CCC1(C)C1(C2)NC(=O)c2ccccc2O1 (stereo unspecified)	1%	-9%	3%	-8%	17%	3%	3%	-7%
CC#CCN1c2ccccc2[C@]23C[C@@H](C(=O)OC)N(C(=O)c4ccco4)C2=NC(C(=O)OC)=C(C(=O)OC)[C@H]13	x	-6%[11.6 µM]	0%[17.5 µM]	-13%	-0.4%	6%[13.5 µM]	-9%	1%[17.4 µM]
COc1ccc(CNC(=O)c2ccc(=O)oc2)cc1OC	-1%	0%	-10%	5%[46.1 µM]	-8.8%	14%	4%	-7%
CC(C)CC(=O)N=Nc1c(O)[nH]c2ccccc12	-3%	-6%	5%	-17%	2.8%	u	5%	2%
CC(C)CCNC(=O)C1CC(c2cccc(F)c2)=NO1 (stereo unspecified)	x	1%	6%	14%	-0.7%	x	0%	1%
CCSc1ccc(-c2nn(-c3ccccc3)cc2/C=C(/C#N)C(=O)NCCCOC)cc1	u	-3%	6%	-13%[46.1 µM]	1.3%	u	13%	-3%
COc1cccc2cc(C(=O)c3ccccc3)oc12	-1%	2%	5%	-7%	-1.2%	-11%	-7%	-3%
Cc1csc(NC(=O)c2ccccc2O)n1	u	-5%	19%	-15%[46.1 µM]	-0.7%	u	5%	4%
O=C(NC(=S)NNC(=O)c1ccccc1O)c1ccco1	-14%	-15%	-5%	6%	-3.2%	u	3%	-8%
O=C(c1ccc2c(c1)OCCO2)C1CCN(C(=O)c2ccc(F)cc2)CC1	u	-1%	0%	-4%[46.1 µM]	0.0%	u	2%	0%
O=C(Nc1nc2ccccc2[nH]1)c1ccc(Cl)c([N+](=O)[O-])c1	2%	u	4%	-27%	1.1%	3%	-8%	-5%

An excerpt; rates above refer to the full screens.
